CDK5 p35 inh: inhibitors of human CDK5/p35 kinase, primary screen, biochemical, single concentration; Recombinant CDK5/p35, ADP-Glo luminescence, 60 min; AID 488839, 2010; hit rate 0.01% among 330,000; inhibition, % at 10 µM;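 active = highest replicate inhibition of at least 50% and at least 75% of replicates reaching 50%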;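 note: plate controls were DMSO neutral control for no effect and GW8510 at 10 µM for full effect; many of its hits are not listed in these tables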
HTR5A inv ctr: HTR5A inverse agonists in luminescence cell assay, primary screen, counter-screen for OPRM1-OPRD1 heterodimer inverse agonist project, full-deck HTS. 5-hydroxytryptamine receptor 5A (Homo sapiens), P47898. hit rate 0.083% among 340,000. inhibition, % at 9.3 µM. HTR5A cell line, inverse agonism. AID 504634, 2011; in the data active = inhibition mostly above about 23%, no sharp cut-off; inactive = mostly below about 18%;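 note: 0% = cells with DMSO and 100% = no-cell wells with DMSO; some compounds called inactive have numbers as strong as hits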
Target sequence (P47898 whole entry, looked up): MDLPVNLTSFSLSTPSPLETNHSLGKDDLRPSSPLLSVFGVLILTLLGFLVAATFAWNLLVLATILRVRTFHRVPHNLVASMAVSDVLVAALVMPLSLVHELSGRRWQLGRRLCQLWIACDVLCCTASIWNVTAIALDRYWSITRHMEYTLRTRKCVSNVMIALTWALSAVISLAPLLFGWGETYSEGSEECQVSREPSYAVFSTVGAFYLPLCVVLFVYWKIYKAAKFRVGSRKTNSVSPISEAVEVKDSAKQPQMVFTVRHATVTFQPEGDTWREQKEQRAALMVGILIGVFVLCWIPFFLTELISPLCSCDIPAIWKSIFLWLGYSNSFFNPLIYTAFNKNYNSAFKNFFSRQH
SR-BI HDL uptake: inhibitors of SR-BI mediated HDL lipid uptake, primary screen, ldlA[mSR-BI] cells, fluorescence, single point | inhibition, % at 12.5 µM | AID 488896, 2010 | ldlA[mSR-BI] CHO cells, DiI-HDL uptake fluorescence, 3 h | hit rate 0.96% among 320,000;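 active = mean replicate inhibition of at least 70% and a set share of replicates each scoring 70 or more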;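 note: 0% = median of neutral control wells and 100% = median of positive control wells; values of inactives mirror those of a sister screen read the other way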
MITF act: activators of MITF-driven TRPM1 promoter reporter, primary screen, cell-based, SK-MEL-5, luciferase, single point; SK-MEL-5 TRPM1-promoter luciferase, 24 h; % of positive control, neutral wells = 0; hit rate 0.75% among 300,000; activation, % at 12.5 µM;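 active = mean activation of at least 80% with every replicate also reaching 80%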;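 note: 0% = neutral control wells and 100% = parthenolide positive control wells; values of inactives mirror those of a sister screen read the other way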
NSD2 inh: NSD2 histone methyltransferase inhibitors, primary screen, biochemical, AlphaScreen, single concentration, set 2; hit rate 0.54% among 310,000; NSD2 peptide methylation, 120 min; inhibition, % at 12.5 µM; AID 743445, 2014; in the data active = inhibition above about 50%
PvdQ inh: P. aeruginosa PvdQ acylase inhibitors, primary screen, biochemical, fluorescence, plate reader and imaging, single point | purified PvdQ acylase | inhibition, % at 10 µM | hit rate 0.063% among 340,000 | AID 488965, 2010; in the data active = inhibition above about 30%, passing the limit was not always enough;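 note: 0% = vehicle neutral wells and 100% = reference inhibitor wells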
dFosB act: activators of delta FosB homodimer, primary screen, biochemical, fluorescence polarization, TAMRA-CDK5 oligo, single point; Protein FosB (Mus musculus), P13346; purified delta FosB; percent of positive-control signal above neutral wells; activation, % at 25 µM; hit rate 0.99% among 340,000; AID 493131, 2011;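 active = mean activation above about 17%, with every replicate also reaching it, limit read from the data, passing the limit was not always enough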;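 note: fluorescence polarization rise as delta FosB binds a TAMRA Cdk5 AP-1 oligo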
Target sequence (P13346 whole entry, looked up): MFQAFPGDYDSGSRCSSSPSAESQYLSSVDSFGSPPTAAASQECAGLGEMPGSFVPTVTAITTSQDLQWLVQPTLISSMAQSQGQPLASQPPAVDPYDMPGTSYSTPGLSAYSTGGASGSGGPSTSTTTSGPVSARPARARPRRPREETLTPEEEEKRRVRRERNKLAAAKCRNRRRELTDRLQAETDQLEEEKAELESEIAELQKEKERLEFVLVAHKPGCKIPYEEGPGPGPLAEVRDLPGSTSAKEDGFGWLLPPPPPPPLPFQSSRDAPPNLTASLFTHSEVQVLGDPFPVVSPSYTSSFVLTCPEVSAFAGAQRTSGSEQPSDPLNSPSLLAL
V-ATPase pH: regulators of yeast V-ATPase proton pumping, primary screen, pHLuorin cytosolic pH fluorescence; S. cerevisiae; response, % at 10 µM; hit rate 0.37% among 350,000; AID 504577, 2011; in the data active = response mostly above about 7.3%, no sharp cut-off; inactive = mostly below about 5.4%; note: actives read high; inactives centre near 0; some compounds called inactive have numbers as strong as hits; reference of the scale not given here
HTR5A ag: HTR5A agonists in luminescence cell assay, primary screen, counter-screen for OPRM1-OPRD1 heterodimer agonist project, full-deck HTS | cell-based | 5-hydroxytryptamine receptor 5A (Homo sapiens), P47898 | activation, % at 9.3 µM | hit rate 0.61% among 340,000; in the data active = activation mostly above about 9.5%, no sharp cut-off; inactive = mostly below about 7.6%;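 note: 0% = cells with vehicle only and 100% = reference agonist; strong numbers were not always called active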
Wnt act: Wnt/beta-catenin pathway activators, primary screen, cell-based, plate reader, single point; Wnt/beta-catenin reporter cell assay, activator; activation, % at 9.35 µM; hit rate 1.2% among 300,000; AID 743398, 2014; in the data active = activation above about 30%, passing the limit was not always enough;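 note: 0% = neutral control wells and 100% = positive control wells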
* marks the source's active call; other numbers are inactive results; . = not tested or not shown; & = joins results of further samples.

Sample of the layout (5 entries):
SMILES	CDK5 p35 inh	HTR5A inv ctr	SR-BI HDL uptake	MITF act	NSD2 inh	PvdQ inh	dFosB act	V-ATPase pH	HTR5A ag	Wnt act
Cc1nc(NC(=O)/C=C/c2ccc(F)cc2)sc1C(=O)N(C)C	-2.6	9	21	10	-1	-2	-7	0	8	4
COc1ccccc1CNC(=O)CNC(=O)N1CC(=O)Nc2ccccc21	0.9	1	0	-5	-2	-8	5	3	0	-2
CC(C)C(C(=O)NC1CCCC1)N(CC1CCCO1)C(=O)CNS(=O)(=O)c1ccc(F)cc1 (centres undefined)	-1.0	-24	.	.	.	-8	-3	-4	8	-2
Cn1c(=O)c2[nH]c(NN=Cc3ccc(Br)cc3)nc2n(C)c1=O	-1.0	-8	4	21	0	-13	3	0	2	2
O=C(Nc1cccc2c1CCCC2)c1ccc(Cl)c([N+](=O)[O-])c1	-0.8	-9	10	1	1	18	3	-1	4	16

The whole of this part, from the first entry:
SMILES	CDK5 p35 inh	HTR5A inv ctr	SR-BI HDL uptake	MITF act	NSD2 inh	PvdQ inh	dFosB act	V-ATPase pH	HTR5A ag	Wnt act
Cc1nc(NC(=O)/C=C/c2ccc(F)cc2)sc1C(=O)N(C)C	-2.6	9	21	10	-1	-2	-7	0	8	4
COc1ccccc1CNC(=O)CNC(=O)N1CC(=O)Nc2ccccc21	0.9	1	0	-5	-2	-8	5	3	0	-2
CC(C)C(C(=O)NC1CCCC1)N(CC1CCCO1)C(=O)CNS(=O)(=O)c1ccc(F)cc1 (centres undefined)	-1.0	-24	.	.	.	-8	-3	-4	8	-2
Cn1c(=O)c2[nH]c(NN=Cc3ccc(Br)cc3)nc2n(C)c1=O	-1.0	-8	4	21	0	-13	3	0	2	2
O=C(Nc1cccc2c1CCCC2)c1ccc(Cl)c([N+](=O)[O-])c1	-0.8	-9	10	1	1	18	3	-1	4	16
CCOC(=O)CSc1nnc(Cc2ccc(OC)cc2)n1-c1ccccc1	1.1	-10	19	.	-1	-16	-8	1	4	0
Cc1[nH]nc2c1C1(CCOCC1)C(C#N)=C(N)O2	-0.1	8	1	-8	-1	-4	2	2	1	-2
COc1cc(C(=S)N2CCOCC2)ccc1OC(=O)c1ccc(Br)cc1	0.4	-7	16	.	3	-12	5	2	2	-1
CCCn1nnc2ccccc2c1=O	-0.9	-3	4	.	-2	-3	-3	-3	-1	-2
COC(=O)CC1COc2ccccc2N1C(=O)c1cccc(Cl)c1 (centres undefined)	-0.9	2	5	-1	.	10	4	1	-1	.
CCCC(CNC(=O)COC(=O)C1=NNC(=O)CC1)c1ccc(Cl)cc1Cl (centres undefined)	-0.2	-9	4	0	-1	-23	-6	-5	2	-2
Cn1c(SCC(=O)Nc2nc(C(C)(C)C)cs2)nnc1C1CC1	-1.8	-23	-11	-8	-2	-7	-1	-2	8	0
Cn1c(OCc2ccc3c(c2)OCO3)nc2c1c(=O)n(Cc1ccc(Cl)c(Cl)c1)c(=O)n2C	0.3	22	-2	-1	-1	3	4	-1	-2	-1
COc1ccc(S(=O)(=O)Nc2c(C(=O)O)[nH]c3ccccc23)cc1OC	-2.0	7	-26	-7	1	-15	-2	3	-2	6
O=C(CSc1nc2ccccc2n1S(=O)(=O)c1ccccc1)N1CCCCC1	0.4	-12	-28	.	-2	-6	-4	2	5	-1
O=C(Nc1cccc(Cl)c1)Nc1ccnc(-c2cccnc2)n1	2.2	-12	46	3	-4	-13	12	3	5	-6
O=S(=O)(NCC(c1cccnc1)N1CCOCC1)c1ccc(Cl)cc1 (centres undefined)	-0.5	-2	-5	-10	-2	-14	-2	4	1	-1
COC(=O)c1cc(OC)c(OC)cc1NC(=O)c1ccc(C)cc1	-2.1	-25	7	.	12	3	-4	-3	-1	.
COc1ccc(NC(=O)C23CCC(C2)C(C)(C)C3=O)cc1 (centres undefined)	0.2	6	-2	.	3	-1	2	-2	-2	6
CC(C)(C)n1nnnc1C(c1cccs1)N(Cc1ccc(Cl)cc1)CC1CCCO1 (centres undefined)	-0.9	18	23	-6	-3	-3	-5	-1	0	.
O=C(O)CCn1ncc2ccccc2c1=O	-1.8	-9	-18	0	-1	-4	5	-7	3	0
Cc1cccc(C)c1OCC(O)CNC(C)c1ccccc1 (centres undefined)	-3.2	-20	9	-4	.	-4	-2	-3	5	4
CCCOC(=O)c1ccc(Nc2cc(C)nc3ncnn23)cc1	1.8	-22	-14	-5	1	-4	-11	3	1	0
Cc1cc(Cl)ccc1Oc1nc(-c2ccc(F)cc2)ccc1C#N	-1.3	5	17	-10	32	2	8	1	-2	.
COc1ccc(CNC(=O)CN2CCN(S(=O)(=O)c3cc(Br)ccc3Br)CC2)cc1OC	-1.2	-6	9	-9	-1	-4	5	4	2	2
Cn1cccc1Cc1nnc(SCC(=O)NCc2ccccc2)n1-c1ccc(F)cc1	0.5	6	33	0	.	-7	-13	-1	-2	1
COc1ccccc1NS(=O)(=O)c1cccc(C(=O)N/N=C/c2c(CO)cnc(C)c2O)c1	-0.5	-2	17	2	3	5	-18	3	4	-1
C=CCn1c(COc2cccc3cccnc23)nnc1SCC(=O)OC	0.2	-26	-8	-13	7	-8	-5	-1	-2	.
Cc1cc(=O)[nH]c(-c2cccs2)n1	0.4	14	-9	.	-2	-12	3	-2	-2	-1
C=CCN1C(=O)CS/C1=N/c1nccs1	1.7	-3	-13	1	-1	-10	-11	-1	-1	-2

Sorted by molecular weight (ascending): 4 of the compounds above.
SMILES	CDK5 p35 inh	HTR5A inv ctr	SR-BI HDL uptake	MITF act	NSD2 inh	PvdQ inh	dFosB act	V-ATPase pH	HTR5A ag	Wnt act
C=CCN1C(=O)CS/C1=N/c1nccs1	1.7	-3	-13	1	-1	-10	-11	-1	-1	-2
Cc1cc(Cl)ccc1Oc1nc(-c2ccc(F)cc2)ccc1C#N	-1.3	5	17	-10	32	2	8	1	-2	.
C=CCn1c(COc2cccc3cccnc23)nnc1SCC(=O)OC	0.2	-26	-8	-13	7	-8	-5	-1	-2	.
COc1ccccc1NS(=O)(=O)c1cccc(C(=O)N/N=C/c2c(CO)cnc(C)c2O)c1	-0.5	-2	17	2	3	5	-18	3	4	-1

(further entries)
SMILES	CDK5 p35 inh	HTR5A inv ctr	SR-BI HDL uptake	MITF act	NSD2 inh	PvdQ inh	dFosB act	V-ATPase pH	HTR5A ag	Wnt act
CCCCC(=O)NC(=S)NNC(=O)c1ccc(Cl)cc1Cl	0.9	-12	-16	-5	-5	-17	-8	-1	0	-1
c1ccc(CSc2nnc3ccc(-c4ccncc4)nn23)nc1	-2.4	-15	.	25	0	-2	-15	-2	7	-2
C=CCn1c(=S)[nH]c2cc(C(=O)Nc3ccc(OC)c(OC)c3)ccc2c1=O	-0.1	-7	.	2	-4	-8	3	2	2	-2
COc1ccc(C(=O)N=c2sc3ccccc3n2C)cc1OC	0.5	6	42	79	0	-4	-21	1	0	43*
Cn1c(=O)c2c(SCC(=O)Nc3nccs3)nc(C3CC3)nc2n(C)c1=O	1.8	-4	37	-16	-3	-18	-6	4	1	-2
CCOc1ccc(S(=O)(=O)N2CCOCC2)cc1NC(=O)CSCC(=O)Nc1ccc(OC)cc1	0.0	8	8	0	-2	4	-3	9	-2	-4
CC1(C(=O)OCC(=O)Nc2cccc(S(=O)(=O)NC3=NCCCCC3)c2)CC1(Cl)Cl (centres undefined)	1.4	-4	-5	-1	0	0	-10	5	1	0
O=C1NC(c2ccc(Br)cc2)Oc2ccccc21 (centres undefined)	-0.4	5	-25	.	0	-16	0	0	-1	1
N#Cc1cc2c(nc1Cl)CCCC2	0.5	8	-8	4	-2	-12	-3	6	-2	-1
C[n+]1ccccc1/C=C/c1ccc([N+](=O)[O-])cc1	0.7	-19	4	3	9	-2	-1	-2	5	6
NC(=O)COc1ccccc1C(=O)O	0.4	-8	-25	0	-4	-13	-5	4	3	0
Cc1cc(N2CCCCCC2)nc2ccccc12	0.2	-1	-7	.	-34	0	-2	5	0	-1
Nc1ccc(Cn2ccc3c4c(N)nc(N)nc4ccc32)cc1	16	-13	-8	-84	.	10	158*	-7	3	-4
Nn1c(SC/C=C/c2ccccc2)nnc1-c1ccncc1	-2.6	17	-16	-8	-2	-32	-7	3	-6	.
Cc1cccc(NC(=O)c2nc[nH]c2C(=O)N2CCc3ccccc3C2)c1	0.8	-16	-23	-6	.	-9	-13	1	-4	-4
CC(=O)NS(=O)(=O)c1ccc(NC(=O)/C=C/c2ccccc2)cc1	-5.2	2	-26	3	-1	-8	-2	2	-1	-1
CCOC(=O)N1CCN(C(=O)c2noc(C(C)C)c2[N+](=O)[O-])CC1	-1.4	-6	-5	-8	.	-9	2	-1	2	0
CCC1CCCCN1C(=O)CSc1nc2c(cnn2-c2ccc(C)cc2)c(=O)[nH]1 (centres undefined)	-0.6	-16	-16	-4	.	-3	-3	-4	-3	-11
COc1ccc(N=C2NC(=O)C(CC(=O)NCCc3ccc(OC)c(OC)c3)S2)cc1 (centres undefined)	0.1	-7	15	0	1	-5	-1	-2	2	-11
COC(C(=O)Nc1ccnn1C1CCN(Cc2cnn(C)c2)CC1)c1ccccc1 (centres undefined)	0.7	-10	-29	9	-3	-2	2	-1	5	1
CC(=O)Nc1ccc(S(=O)(=O)NCC(=O)OCC(=O)N2CCc3ccccc32)cc1	-2.6	-18	-38	-11	-2	-15	-2	0	-3	.
Cc1ccc(NC(=O)N(Cc2cccnc2)Cc2ccco2)cc1C	-0.1	-6	-2	2	0	-2	-11	10	7	.
COc1ccc(/C=C\c2cc(OC)c(OC)cc2CC[N+](C)(C)C)cc1OC	1.4	3	-9&9	11	-1	-12&-28	-14	-1	-1	-3
COc1ccccc1C(=O)NC(=O)COC(=O)CN1C(=O)NC2(CCCCC2C)C1=O (centres undefined)	0.3	-5	-13	-4	7	17	-2	1	2	0
COc1cc(Cl)c(C)cc1NC(=S)NN	1.2	0	22	-3	.	-4	2	-1	0	-2
COc1ccccc1-c1cnn2c(NCc3ccccc3)cc(C)nc12	0.0	15	-1	73	-7	-14	-7	-2	-4	18
CSc1ccc(S(=O)(=O)NCc2ccc(Cl)cc2)cc1	1.6	-28	-11	0	-1	6	-9	8	10*	.
NC(=O)c1cc([N+](=O)[O-])ccc1NCc1ccccn1	3.7	9	-7	22	.	2	11	5	7	0

Some of these compounds in order of their number in PvdQ inh, ascending.
SMILES	CDK5 p35 inh	SR-BI HDL uptake	MITF act	NSD2 inh	PvdQ inh	dFosB act	V-ATPase pH	Wnt act
Cn1c(=O)c2[nH]c(NN=Cc3ccc(Br)cc3)nc2n(C)c1=O	-1.0	4	21	0	-13	3	0	2
Cc1[nH]nc2c1C1(CCOCC1)C(C#N)=C(N)O2	-0.1	1	-8	-1	-4	2	2	-2
C[n+]1ccccc1/C=C/c1ccc([N+](=O)[O-])cc1	0.7	4	3	9	-2	-1	-2	6
